# CHT allo act = human CHT allosteric activation. Q9GZV3. CHT-expressing cells, membrane potential dye, choline EC20; hits give high values; LV-AA mutant CHT in HEK293 cells. B-score at 10 µM. 310,000 tested, 0.49% active;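 active means initial fluorescence not abnormally high and integrated response B-score, plate-corrected, over 3 SD above library mean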
# Target sequence (Q9GZV3 whole entry, looked up): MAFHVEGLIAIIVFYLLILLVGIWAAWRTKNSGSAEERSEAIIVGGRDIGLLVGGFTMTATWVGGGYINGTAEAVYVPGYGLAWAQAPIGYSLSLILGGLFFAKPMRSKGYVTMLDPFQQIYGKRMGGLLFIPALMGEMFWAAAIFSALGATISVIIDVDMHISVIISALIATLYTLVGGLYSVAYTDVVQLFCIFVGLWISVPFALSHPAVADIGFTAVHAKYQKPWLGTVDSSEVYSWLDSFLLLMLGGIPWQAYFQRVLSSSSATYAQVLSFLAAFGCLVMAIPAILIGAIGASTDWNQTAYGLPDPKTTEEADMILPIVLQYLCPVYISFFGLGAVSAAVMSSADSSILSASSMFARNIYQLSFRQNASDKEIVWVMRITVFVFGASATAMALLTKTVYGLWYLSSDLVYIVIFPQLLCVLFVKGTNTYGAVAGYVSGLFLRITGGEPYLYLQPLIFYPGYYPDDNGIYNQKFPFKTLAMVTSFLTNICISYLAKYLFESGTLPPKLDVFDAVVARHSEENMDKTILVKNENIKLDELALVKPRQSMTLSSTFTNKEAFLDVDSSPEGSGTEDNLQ
# OX1R antag-1 = antagonists of human orexin 1 receptor (OX1R). AID 485270. O43613. 330,000 tested, 1.8% active. OX1R-expressing cells, FRET antagonist read-out. inhibition, % at 6.6 µM; in the data active means inhibition mostly above about 38%, no sharp cut-off; inactive means mostly below about 40%;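 further: 0% = agonist challenge alone and 100% = reference antagonist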
# Target sequence (O43613 whole entry, looked up): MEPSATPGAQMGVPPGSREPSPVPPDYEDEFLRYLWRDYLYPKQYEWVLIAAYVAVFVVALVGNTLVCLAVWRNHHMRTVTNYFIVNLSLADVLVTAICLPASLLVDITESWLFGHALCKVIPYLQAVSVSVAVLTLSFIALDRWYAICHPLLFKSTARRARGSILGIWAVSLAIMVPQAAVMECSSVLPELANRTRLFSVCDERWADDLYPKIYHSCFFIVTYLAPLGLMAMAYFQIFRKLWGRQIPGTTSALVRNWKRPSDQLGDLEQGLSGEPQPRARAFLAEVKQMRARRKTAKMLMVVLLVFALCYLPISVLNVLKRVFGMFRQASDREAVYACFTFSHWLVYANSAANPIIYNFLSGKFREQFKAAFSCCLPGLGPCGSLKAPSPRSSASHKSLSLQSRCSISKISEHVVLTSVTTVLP
# OX1R antag-2 = antagonists of human orexin 1 receptor | O43613 | CHO/OX1R cells, Fluo-8 calcium fluorescence, orexin A | inhibition, % at 5 µM | 330,000 tested, 0.43% active | AID 434989;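 active means inhibition above its plate's threshold, mean inhibition of all tested compounds on the plate plus 3 SD, cut at about 37% in these data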;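 further: 0% = orexin A challenge wells and 100% = SB-334867-A antagonist wells; not every result past the cut was called active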
# * hit, by the source's call; i = inactive; . = no result given.
SMILES,CHT allo act,OX1R antag-1,OX1R antag-2
CSc1ccc(Cl)c(C(=O)Nc2ccc(OCC(N)=O)cc2)c1,i,7,-10
COc1ccccc1/C=C/C(=O)N1CCCC1,i,5,-11
Cc1[nH]n(-c2ccccc2)c(=O)c1C=Nc1cccc(F)c1,i,19,-9
O=C(C1CCC1)N1CCc2cc(S(=O)(=O)NCc3cccnc3)ccc21,i,12,-13
Cc1cccc2c1-c1sc(C(=O)NCCCN3CCC(C)CC3)cc1CO2,i,0,-2
O=C1N(Cc2ccccc2)c2ccc(Cl)cc2C12OCCO2,i,8,-7
CC1=NNC(=O)C1CC(=O)N/N=C/c1ccc(C)o1 (centres undefined),i,9,-10
CC1CCCCC1NC(=O)Cn1c(=O)cnc2ccccc21 (centres undefined),.,7,-7
Cc1cc(Cl)nc(Cl)c1C(=O)NCc1ccc(Cl)cc1,i,0,-13
COc1ccc(S(=O)(=O)N(CC(=O)NCC2CCCO2)Cc2ccccc2)cc1 (centres undefined),i,14,-23
COc1ccc(NS(=O)(=O)c2cc(NC(=O)CC3CCCC3)ccc2N2CCOCC2)cc1,i,17,-21
Cc1ccc(C)c(NC(=O)C(Sc2nc3ccc(C)cc3[nH]2)c2ccccc2)c1 (centres undefined),i,41,-25
Cc1ccc(S(=O)c2ccc(NC(=O)C3CC3)cc2C#N)cc1 (centres undefined),i,10,10
CCN1CCN(c2cc(C)c3cc(NC(=O)Cc4ccc(OC)c(OC)c4)ccc3n2)CC1,i,6,-7
CCOP(=O)(OCC)C(NC(=O)c1cc([N+](=O)[O-])cc([N+](=O)[O-])c1)C(F)(F)F (centres undefined),i,67*,-26
NC1=NC(=O)/C(=C\C=C\c2ccccc2)S1,i,34,0
CCC1(CC)NC(=O)N(CC(=O)OC(C)C(=O)Nc2ccc(Cl)cn2)C1=O (centres undefined),i,11,-26
O=C(c1ccco1)N1CCN(C(=O)c2ccc(COc3ccc4c(c3)CCC4)o2)CC1,i,29,-24
COc1ccc2cc(CCNC(=O)c3cccs3)c(=O)[nH]c2c1,i,10,-36
CC(=O)Nc1ccc(N2CCOCC2)c([N+](=O)[O-])c1,i,37,6
Cc1cc(C)c(Cc2c(C)nc3c(C(=O)NCc4ccco4)cnn3c2C)c(C)c1,i,18,29
CN1CCC(N(C)C(=O)/C=C/c2cn(-c3ccccc3)nc2-c2cccs2)CC1,i,43,-35
CCOc1ccc(CN2CCN(CC3=Cc4cccc(OC)c4OC3)CC2CCO)cc1 (centres undefined),i,10,-17
COc1ccc(C(=O)NC(=S)NCc2cccnc2)cc1Br,i,3,-26
COc1ccc(-c2cc(C)no2)cc1S(=O)(=O)Nc1cccc(CN2CCCC2)c1,i,6,-11
CC(C)(C)S(=O)(=O)c1cnc(-c2ccccn2)nc1N,i,6,-6
CCOC(=O)N1CCN(CC(=O)N2c3ccccc3CC2C)CC1 (centres undefined),i,-6,-14
N/C(=N\OC(=O)CCC1CCCC1)c1cccnc1,i,5,-8
Cc1ccc(S(=O)(=O)NC(CC(C)C)C(=O)N2CCN(C/C=C/c3ccccc3)CC2)cc1 (centres undefined),.,13,0
Cc1ccccc1C(=O)NCC(c1ccco1)N1CCc2ccccc2C1 (centres undefined),i,11,-19
Cc1cc(C)nc(NNC(=O)c2ccccc2O)n1,i,-2,-12
CC(=O)Cc1nsc(NC(=O)c2ccccc2)n1,i,20,-13
CCN1CCN(Cc2oc(CO)cc(=O)c2O)CC1,i,3,6
O=C(NC1CCCC1)C(c1ccccn1)N(C(=O)c1csnn1)c1ccccc1Br (centres undefined),i,23,-2
Cc1cccc(C(C)n2nnc3ccccc32)c1O (centres undefined),i,21,-9
CCOC(=O)c1ccccc1NC(=O)c1c(F)c(F)c(F)c(F)c1F,i,10,-39
COc1ccc(C2NC(=S)N3C(c4ccc(OC)cc4)NC(=S)N23)cc1 (centres undefined),i,25,-8
CCOC(=O)Cc1csc(NS(=O)(=O)c2ccc([N+](=O)[O-])cc2)n1,i,22,-8
CCN(CC)CCC(c1ccc2c(c1)OCO2)c1c(O)cc(OC)cc1OC (centres undefined),i,24,-19
CC(=O)c1ccc(N2CCN(CC(=O)Nc3ccc(N4CCOCC4)cc3)CC2)cc1,i,19,-25

# Looked up by structure from the entries so far (6):
SMILES,CHT allo act,OX1R antag-1,OX1R antag-2
N/C(=N\OC(=O)CCC1CCCC1)c1cccnc1,i,5,-8
COc1ccc(C(=O)NC(=S)NCc2cccnc2)cc1Br,i,3,-26
CCN1CCN(Cc2oc(CO)cc(=O)c2O)CC1,i,3,6
CC(=O)Cc1nsc(NC(=O)c2ccccc2)n1,i,20,-13
Cc1ccc(S(=O)(=O)NC(CC(C)C)C(=O)N2CCN(C/C=C/c3ccccc3)CC2)cc1 (centres undefined),.,13,0
CCN(CC)CCC(c1ccc2c(c1)OCO2)c1c(O)cc(OC)cc1OC (centres undefined),i,24,-19

# Carrying on.
SMILES,CHT allo act,OX1R antag-1,OX1R antag-2
Cc1cc(N/C=C(\C#N)S(=O)(=O)c2ccc(Cl)cc2)nc(C)n1,i,6,-7
CCCCCOC(=O)c1[nH]c2c(c1C)C(=O)C(C(=O)OC)C(C)C2 (centres undefined),i,32,-26
O=S(=O)(c1cccc2nsnc12)N1CCN(c2ccc(F)cc2)CC1,i,14,6
CC(=O)NC1(c2ccccc2)CCN(c2nc(C)cc(C)n2)CC1,i,12,-17
Cc1nc2ccccc2nc(C)c1=NOCc1ccccc1Cl,i,22,-11
CCn1nnc2cc(C(=O)OCC(=O)N(C)Cc3cccc(F)c3)ccc21,.,4,2
COCCN1Cc2cccc(C(=O)NCc3cccs3)c2C1=O,i,5,-14
O=C1C=CC(=O)N1CCCCCCN1C(=O)C=CC1=O,i,48,-2
O=C(CC1Oc2ccc(Cl)cc2NC1=O)NC1CCCCCC1 (centres undefined),i,12,-17
COC(=O)C1=CO[C@@H](OC2OC(CO)C(O)C(O)C2O)[C@@H]2C(CO)=CC[C@H]12 (some centres undefined),i,20,-13
Cc1nnc(NC(=O)CCn2cnc3ccccc3c2=O)s1,i,7,-1
COc1ccc(/C=N/OC(=O)c2ccc(Cl)cc2)c(Cl)c1OC,i,6,7
Nc1ccccc1Sc1c[nH]c2ccccc12,i,5,12
COc1ccccc1CCN1CCCC(CN(C)C(=O)CCC(=O)N(C)C)C1 (centres undefined),i,5,-9
O=c1[nH]c2ccc(NCc3ccccc3OCc3ccc(Cl)cc3)cc2[nH]1,i,18,-7
COc1cccc(CC(NC(C)=O)C(=O)NC2CCN(c3ncccc3[N+](=O)[O-])CC2)c1 (centres undefined),i,15,-27
NS(=O)(=O)c1ccc(NC(=O)COC(=O)c2cccc(S(=O)(=O)N3CCCC3)c2)cc1,i,1,-2
Cc1ccc(NC(=O)C2CCN(C(=O)c3ccc(F)cc3)CC2)nc1,i,10,-9
Cc1ccc(S(=O)(=O)N2CCN(C)CC2)cc1-c1nnc2c3ccccc3c(C)nn12,i,24,-56
COc1ccc(NC(=O)c2cccnc2Cl)c(S(=O)(=O)N2CCOCC2)c1,i,10,-6

# Records listed above shown as hits in OX1R antag-1:
Compound | OX1R antag-1 | OX1R antag-2
CCOP(=O)(OCC)C(NC(=O)c1cc([N+](=O)[O-])cc([N+](=O)[O-])c1)C(F)(F)F (centres undefined) | 67* | -26

# (more compounds)
SMILES,CHT allo act,OX1R antag-1,OX1R antag-2
COc1ccc(CN2CCN(C(=O)CCC(=O)Nc3nnc(C(C)C)s3)CC2)cc1F,i,7,-24
COc1ccc(/C(C)=N/NC(=O)CNC(=O)/C=C/c2ccccc2OC)cc1,i,11,-15
Cc1ccc2nc(-c3ccccn3)cc(C(=O)NCCc3ccc(F)cc3)c2c1,i,37,-29
COc1ccc(Nc2nc(OC)nc(N3CCOCC3)n2)cc1,i,13,-7
C=CCNC(=O)c1ccc(OC2CCN(S(=O)(=O)N(C)C)CC2)cc1,i,27,3
CN(C)S(=O)(=O)c1cccc(NC(=O)COC(=O)C2CCN(C(=O)c3ccc(F)cc3)CC2)c1,.,11,28
CC1(C)N(OCc2ccccc2)C(=O)C(=O)N(OCc2ccccc2)C1(C)C,i,18,-5
Cn1cc(C(=O)c2ccc(Cl)cc2Cl)cc1C(=O)NN,i,-1,-33
C#CCCc1cscc1/C=[N+](\[O-])c1ccc(C(=O)OCC)cc1,.,4,-9
CC1CCCN(c2nc3ccccc3nc2C(C#N)S(=O)(=O)c2cccs2)C1 (centres undefined),i,13,-20
O=C(Cn1cnc([N+](=O)[O-])n1)NCCO,i,28,1
COc1ccc(-c2cc(C)nc(SCC(=O)c3cccc([N+](=O)[O-])c3)n2)cc1,i,20,14
CCOC(=O)c1sc(/N=C/c2c(O)ccc3ccccc23)cc1C,i,9,-3
COc1ccccc1CNC(=O)COC(=O)/C=C/c1ccc2ccccc2n1,.,18,-7
COC(=O)CSc1nnc(CNc2ccc(Cl)cc2)n1Cc1ccccc1,i,14,2
Cc1ccc(C(=O)Nc2cnc3ccccn3c2=O)cc1,i,29,-6
CC1CCC(NC(=O)C2CCN(c3nc4ccccc4s3)CC2)CC1 (centres undefined),i,19,-14
CCCc1nnc(SCc2ccc(OCC)cc2)n1N,i,14,-11
Cc1cc(C)c(S(=O)(=O)c2ccc(F)cc2C)c(=O)[nH]1,i,12,-19
O=C(OCC(=O)N1CCOCC1)c1ccc(Cl)cc1[N+](=O)[O-],i,32,-11
COc1ccc2c(c1)OC[C@H]1[C@H]2N2C(=O)CN(Cc3ccc(C)cc3)C(=O)[C@@]2(C)[C@H]1c1ccccc1,.,16,-15
COc1ccc(N2C(=O)CCC(C(=O)NCc3cccnc3)C2c2ccc(OC)c(OC)c2)cc1 (centres undefined),i,3,-5
Cc1cc(C)n(CCOc2ccc(Br)cc2)n1,i,9,-2
O=C(C(F)C(F)(F)F)N1CCN(c2ccccc2)CC1 (centres undefined),i,5,-8
CC1=CC(C)C(CN(CCC[N+](C)(C)C)C(=O)Nc2ccccc2)C(C)C1 (centres undefined),i,20,-5
COc1ccccc1CNC(=O)CSc1cc(=O)n(C)c2ccccc12,i,15,-18
COc1cccc(NC2CC(=O)N(CCc3ccccc3)C2=O)c1 (centres undefined),i,19,-12
O=C(c1sccc1-n1cccc1)N1CCCC1,i,18,-6
Cc1ccccc1N1CCN(C2=NC(=O)/C(=C\c3cccs3)S2)CC1,i,31,-25
O=C(CCSCc1ccc(Cl)cc1)NC1CCCC1,i,3,-20
COC(=O)c1ccccc1S(=O)(=O)N1CCC(C(=O)OCC(=O)NCC(F)(F)F)CC1,i,5,-10
CC(C(=O)NCC1CCCO1)c1ccc([N+](=O)[O-])cc1 (centres undefined),i,19,-17
CCOc1ccc(C(=O)N[C@H](C(=O)Nc2cccc(S(=O)(=O)N3CCCCC3)c2)C(C)C)cc1,i,3,-38
Fc1ccccc1-c1nc2nc3ccccc3nc2n1CC1CCCO1 (centres undefined),i,18,-11
C/C(=N\NC(=O)c1ccc(O)cc1)c1ccc2c(c1)OCCO2,.,7,-17
CSc1ccccc1C(=O)NCCSc1ccccc1,i,21,-19
Cc1noc(C)c1S(=O)(=O)N(CC(=O)N1CCCCCC1)c1ccc(C(C)C)cc1,i,16,-45
CC1=C(C(=O)OCc2ccccc2)C(c2ccc(Br)cc2)NC(=O)N1CCCCCC(=O)O (centres undefined),i,21,-44
OCCN(Cc1ccccc1)Cc1ccccc1O,i,17,-10
CN(C)CCCNS(=O)(=O)c1cc(Cl)c(Cl)cc1Cl,i,0,-16

# A draw from above in order of SMILES length, ascending:
SMILES,CHT allo act,OX1R antag-1,OX1R antag-2
O=C(c1sccc1-n1cccc1)N1CCCC1,i,18,-6
Cc1ccccc1N1CCN(C2=NC(=O)/C(=C\c3cccs3)S2)CC1,i,31,-25
COc1ccc2c(c1)OC[C@H]1[C@H]2N2C(=O)CN(Cc3ccc(C)cc3)C(=O)[C@@]2(C)[C@H]1c1ccccc1,.,16,-15

# New compounds follow.
SMILES,CHT allo act,OX1R antag-1,OX1R antag-2
CCOc1ccc(CCNC(=O)Cn2c(=O)oc3ccccc32)cc1OCC,i,8,-13
CC1(C(=O)OCC(=O)NCc2ccc(Cl)cc2)CC1(Cl)Cl (centres undefined),.,8,-4
Cc1ccc(-c2cc(C(=O)N3CCN(c4ccc(O)cc4)CC3)c3ccccc3n2)cc1,.,-4,-11
CC(C)c1ccc(NC(=O)c2cc(S(=O)(=O)NCC3COc4ccccc4O3)ccc2F)cc1 (centres undefined),i,31,3
CN(C)CCCSc1nc2ccccc2s1,i,6,-10
COc1ccccc1OC[C@H](O)CO,i,15,1
Cc1ccc(CN(Cc2ccco2)C(=S)NCC(=O)O)cc1,i,7,0
COc1cccc(NC(=O)CN(C)CC(=O)NCc2ccc3c(c2)OCO3)c1,.,5,-2
O=C(Nc1ccc2c(c1)COC2=O)c1ccc(Cl)c(Cl)c1,i,20,0
CCO[C@@H]1OC(C(=O)NCc2nc3ccccc3[nH]2)=C[C@H](c2cn(C(C)=O)c3ccccc23)[C@H]1CCCO,i,8,-25
CC(=O)C1=C(C)NC(SCC(=O)c2ccc(Cl)cc2Cl)=C(C#N)C1c1ccco1 (centres undefined),i,4,43
C/C(=N\NC(=O)CSc1nnc(C)s1)c1ccc(Cl)cc1,i,9,-3
Cc1ccc(SCC(=O)OCC(=O)N(CC(C)C)c2c(N)n(Cc3ccccc3)c(=O)[nH]c2=O)cc1C,i,9,-20
COCCn1c(SCC(=O)N2CCc3ccccc3C2)nc2ccccc2c1=O,i,72*,-4
S=c1nc(-c2cccc(Br)c2)[nH][nH]1,i,4,-10
CS(=O)(=O)c1ccc(Cl)c(NC(=O)Cc2c(F)cccc2Cl)c1,i,21,-3

# Some of these compounds in order of their number in OX1R antag-1, smallest number first.
smiles	OX1R antag-1	OX1R antag-2
Cc1ccc(-c2cc(C(=O)N3CCN(c4ccc(O)cc4)CC3)c3ccccc3n2)cc1	-4	-11
S=c1nc(-c2cccc(Br)c2)[nH][nH]1	4	-10
Cc1ccc(CN(Cc2ccco2)C(=S)NCC(=O)O)cc1	7	0
CS(=O)(=O)c1ccc(Cl)c(NC(=O)Cc2c(F)cccc2Cl)c1	21	-3

# From PubChem
